Screening data as filed in PubChem BioAssay.
JMJD2E inh = blocks human JMJD2E demethylase activity. Potency, µM (highest dose often 57.1 µM), inactives show at the highest dose activity change, negative = inhibition, usual class: inhibitors. hit rate 1.6% among 230,000. JMJD2E catalytic domain, FDH-coupled NADH fluorescence (FDH is formaldehyde dehydrogenase). AID 2147. B2RXH2; active = well fitted inhibition curve with a large enough effect, not every such curve was filed as active; inconclusive = small, poorly fitted or top-dose-only effect, or another doubt; inactive = no such curve, though single readings can be large or run the other way;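 also: 0% = wells with enzyme and -100% = buffer wells without enzyme; nearly all actives have a fitted effect of over 50% in size; many of its hits are not listed in these tables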
SMN2 splice enh = increases expression of the SMN2 splice variant. HEK293 SMN2-luciferase splicing reporter, luminescence, 30-36 h. Potency, µM (series often up to 46.1 µM), inactives show at the highest dose activity change, positive = activation, hits mostly activators. hit rate 2.8% among 210,000. AID 1458; also: % of control where 0% means no effect; nearly all actives have a fitted effect of over 55% in size
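HEK293 cells carry an SMN2 minigene-luciferase reporter in which exon 7 inclusion puts luciferase in frame. Cells were seeded at 2000 cells/well, attached for 10-12 hours, then exposed to compounds for 30-36 hours at 37C before ONE-Glo luminescence.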
Epigenetic reg = derepresses silenced GFP reporter in murine cells; murine LDR cells, GFP reporter derepression, 30 h; Potency, µM (doses to about 53.9 µM), for the others: at the highest dose GFP activation, usual class: activators; hit rate 0.2% among 280,000; AID 1865; also: % of control where 0% means no effect; nearly all actives have a fitted effect of over 60% in size
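GFP-positive cell count by laser-scanning cytometry (objects 20–120 um) after 30 h, 37 C compound exposure of murine LDR cells; reporter is CMV-GFP integrated at a silenced locus, inducible by HDAC or DNMT inhibitors.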
NPSR antagonist = neuropeptide S receptor (human) antagonism, cAMP. Q6W5P4. CHO-NPSR cells, cAMP TR-FRET, antagonist mode. Potency, µM (doses to about 38.3 µM), without a hit: at the top dose activity change, negative = inhibition, usual class: inhibitors. hit rate 1% among 220,000. AID 1461; also: % is scaled to controls: 0 for no effect and ±100 for the full control effect; nearly all actives have a fitted effect of over 50% in size; many of its hits are not listed in these tables
Target sequence (Q6W5P4 whole entry, looked up): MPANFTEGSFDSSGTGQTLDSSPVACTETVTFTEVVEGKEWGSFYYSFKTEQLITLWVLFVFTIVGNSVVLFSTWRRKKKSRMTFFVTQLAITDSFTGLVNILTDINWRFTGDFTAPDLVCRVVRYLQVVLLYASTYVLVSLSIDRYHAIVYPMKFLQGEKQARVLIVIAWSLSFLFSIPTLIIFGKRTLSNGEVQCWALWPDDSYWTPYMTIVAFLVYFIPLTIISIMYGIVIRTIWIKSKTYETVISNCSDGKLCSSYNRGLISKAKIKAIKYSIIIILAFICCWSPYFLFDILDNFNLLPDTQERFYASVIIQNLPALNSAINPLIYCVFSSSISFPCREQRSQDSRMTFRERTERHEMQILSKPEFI
Luc counter = Kinase-Glo luciferase inhibition (counter-screen); Q27757; Kinase-Glo luciferase, ATP luminescence, 8 min; Potency, µM (titrated, usually from 38.3 µM), without a hit: at the top dose activity change, negative = inhibition, most hits filed as inhibitors; hit rate 0.28% among 200,000; AID 1379; also: % is scaled to controls: 0 for no effect and ±100 for the full control effect; nearly all actives have a fitted effect of over 60% in size
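Luminescence was the read-out, taken after 8-minute incubation at ambient temperature. Luciferase turned over luciferin with 10 uM ATP in imidazole pH 7.2 buffer containing KCl, MgCl2, Tween 20 and BSA.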
IMPase Li inh = membrane-permeable IMPase blocker, potentiated with lithium; Potency, µM (top dose mostly 59.4 µM), inactives show top-dose activity, negative = IMPase inhibition, usual class: inhibitors; hit rate 0.35% among 210,000; AID 1457; CHO-M1 cells, IP1 TR-FRET (IP-One), carbachol + lithium;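 also: IP1 builds up when IMPase is blocked and the TR-FRET signal falls; plate controls were basal vehicle for no effect and high inhibitor control for full effect; nearly all actives have a fitted effect of over 50% in size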
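CHO cells stably expressing M1 receptor (2000/well, cultured 16–30 h) treated 30 min at 37C with compound plus low lithium. Cytosolic IP1 by TR-FRET (665/620 ratio and 620 channel) after 10 min lysis; AC50 by Hill fit.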
RGS12 GoLoco inh = inhibitors of human Gai1-RGS12 GoLoco interaction (red fluorophore). Gai1:RGS12 GoLoco peptide FP, rhodamine, 10 min. Potency, µM (highest dose often 61.6 µM), without a hit: at the highest dose activity, negative = inhibition, actives largely listed as inhibitors. hit rate 0.44% among 230,000. AID 880; active = well fitted inhibition curve with a large enough effect, not every such curve was filed as active; inactive = no such curve, though single readings can be large or run the other way; also: % is scaled to controls: 0 for no effect and ±100 for the full control effect; nearly all actives have a fitted effect of over 30% in size; many of its hits are not listed in these tables
RECQ1 inh = RECQ1 (human) helicase inhibition; P46063; RECQ1 DNA unwinding, red fluorescence kinetic read; Potency, µM (series often up to 57.3 µM), without a hit: at the highest dose activity, negative = inhibition, hits mostly inhibitors; hit rate 0.54% among 240,000;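 also: plate controls were vehicle for no effect and no enzyme for full effect; nearly all actives have a fitted effect of over 30% in size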
Target sequence (P46063 whole entry, looked up): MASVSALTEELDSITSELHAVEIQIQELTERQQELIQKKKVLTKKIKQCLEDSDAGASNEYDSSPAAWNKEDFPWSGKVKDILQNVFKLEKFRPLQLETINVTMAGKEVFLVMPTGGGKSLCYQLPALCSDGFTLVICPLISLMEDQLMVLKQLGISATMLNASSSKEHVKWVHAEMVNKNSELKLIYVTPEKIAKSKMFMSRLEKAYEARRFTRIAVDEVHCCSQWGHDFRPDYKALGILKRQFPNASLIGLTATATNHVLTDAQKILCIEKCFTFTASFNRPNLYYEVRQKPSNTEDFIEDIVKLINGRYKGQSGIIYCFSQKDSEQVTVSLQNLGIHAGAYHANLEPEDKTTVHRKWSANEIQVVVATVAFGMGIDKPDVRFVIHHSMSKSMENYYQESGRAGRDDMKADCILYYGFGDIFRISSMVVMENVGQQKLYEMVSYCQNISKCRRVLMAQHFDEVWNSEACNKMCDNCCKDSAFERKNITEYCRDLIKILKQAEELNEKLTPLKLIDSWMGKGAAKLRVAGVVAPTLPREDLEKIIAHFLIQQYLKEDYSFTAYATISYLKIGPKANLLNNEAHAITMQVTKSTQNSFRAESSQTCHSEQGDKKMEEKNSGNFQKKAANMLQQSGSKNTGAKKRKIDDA
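50 nM RECQ1T1 preincubated 15 min with compound in Tris pH 8.0 buffer with MgCl2, DTT, Tween-20 and 2.5 ug/ml poly(dI-dC); started with 200 nM TAMRA/BHQ-2 forked duplex and 2 mM ATP. Unwinding read as fluorescence (525/598 nm), two reads 2 h apart.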
* hit, by the source's call; i = inactive; u = inconclusive; x = not tested or not shown; [ ] = another dose, or the depositor's remark. Unless noted, calls follow the shape of the dose curve; as a rule, active = well fitted curve in the direction sought with a large enough effect; inconclusive = small, poorly fitted or top-dose-only effect, or another doubt; inactive = no such curve, though single readings can be large; an effect the other way counts as inactive or inconclusive. Potency is read from the fitted curve at half-maximal effect. This is a subset (hit frequency here may not be typical).

SMILES	JMJD2E inh	SMN2 splice enh	Epigenetic reg	NPSR antagonist	Luc counter	IMPase Li inh	RGS12 GoLoco inh	RECQ1 inh
CN(Cc1ccno1)Cc1cn(C)nc1-c1ccc(Oc2ccccc2)cc1	2%	x	-2.9%	19%	x	x	10%	-5%
COc1ccc(NC(=O)N2CCCC3(CCN(C(=O)c4csnn4)CC3)C2)cc1	x	-6%	x	x	-3%	5%	6%	-9%
CC(C)N1C(=O)C2ON(c3ccccc3)C(c3cccs3)C2C1=O (stereo not given)	2%	16%	0.0%	17%[46.1 µM]	2%	34%[38.3 µM]	-2%	-4%
CC1(C)CC(=O)C=C(NCc2ccc(C(=O)O)cc2)C1	2%	x	-1.0%	21%	x	x	2%	5%
CCOc1cc2nc(-c3ccc(OC)c(OC)c3)nc(N3CC(C)OC(C)C3)c2cc1OC (stereo not given)	u	-17%	-1.2%	-7%[46.1 µM]	-2%	12%[38.3 µM]	2%	i
COc1cc(NS(=O)(=O)c2ccc(NC(=O)CSC3=NCCS3)cc2)nc(OC)n1	-2%	-10%	-1.1%	-23%[46.1 µM]	-4%	0%[38.3 µM]	0%	7%
C/C(CC(=O)NCc1ccco1)=N\NC(=O)C(c1ccccc1)c1ccccc1	6%	-11%	-1.1%	0%[46.1 µM]	-4%	11%[38.3 µM]	4%	-3%
COc1c(C)cc(C(=O)C2CCCN(C(=O)Cn3ccc(C)n3)C2)cc1C (stereo not given)	1%	x	0.0%	-6%	6%	5%	10%	i
COC(=O)CNC(c1ccccc1)c1cc(Br)ccc1NS(=O)(=O)c1ccccc1 (stereo not given)	-6%	-8%	0.0%	-33%	-1%	5%	3%	-10%
CCOC(=O)c1c(NC(=O)CS(=O)(=O)c2cn(CC)c3ccccc23)sc2c1CCCCC2	-8%	-28%	-0.9%	-16%	1%	5%	0%	-12%
Cc1nc2ccccc2n1S(=O)(=O)N(C)C	5%	u	-0.6%	-1%[46.1 µM]	2%	5%[38.3 µM]	4%	-6%
CCOC(=O)C1CCN(C(=O)CCS(=O)(=O)c2ccc3c(c2)CC(C)N3C(=O)CC)CC1 (stereo not given)	-5%	-15%	-3.4%	-1%	3%	-1%	9%	-6%
CCn1c(C(C)NC(=O)c2ccc(C)cc2)n[nH]c1=S (stereo not given)	3%	-5%	1.0%	6%	3%	-3%	-2%	-1%
Cc1cc(-c2nnnn2-c2ccc(C(F)(F)F)cc2)no1	3%	x	-1.3%	2%	x	x	9%	18%
N#C/C(=C\c1ccccc1)C(=O)NCCN1CCOCC1	5%	13%	-0.2%	10%	1%	1%	4%	-4%
CC(C)OCCCNC(=O)CN1C(=O)CC(C)(C)S(=O)(=O)c2ccccc21	5%	-9%	-0.4%	-1%[46.1 µM]	-4%	-2%[38.3 µM]	-4%	-3%
CCCCCC(=O)Nc1cc(N(C)C)nc2ccccc12	u	1%	-1.0%	-6%[46.1 µM]	-2%	26%[38.3 µM]	6%	i
Cn1c(=O)c2c(nc(Br)n2CCSc2nc3ccccc3o2)n(C)c1=O	-5%	-9%	-1.7%	2%[46.1 µM]	-2%	3%[38.3 µM]	3%	-8%
COc1ccc(-c2csc3[nH]c(=S)n(-c4ccccc4)c(=O)c23)cc1OC	6%	4%	0.0%	-18%	2%	-13%	21%	i
CCOC(=O)CSc1nnc(CNC(=O)c2cccc(C)c2)n1C	11%	-6%	3.5%	12%	3%	3%	10%	-4%
Cc1sc(NC(=O)c2cccnc2)nc1-c1ccccc1	u	1%	-1.3%	-3%	1%	-8%	11%	i
CCC(=O)Nc1ccccc1C(=O)OCC(=O)Nc1ccc(S(N)(=O)=O)cc1	u	18%	-0.2%	-8%[46.1 µM]	2%	28%[38.3 µM]	-2%	-2%
CN(C(=O)COC(=O)CNS(=O)(=O)/C=C/c1ccccc1)C1CCS(=O)(=O)C1 (stereo not given)	4%	-3%	1.3%	-2%[7.67 µM]	14%	11%[38.3 µM]	2%	-10%
COc1ccc(C(=O)NCCc2cc3ccc(C)c(C)c3[nH]c2=O)cc1OC	u	-47%	u	0%	5%	u	5%	-1%
CCn1c(C)cc(/C=C2\NC(=O)N(Cc3ccc(Cl)cc3)C2=O)c1C	u	1%	4.1%	-13%[46.1 µM]	0%	3%[38.3 µM]	5%	-6%

Some of these compounds in order of molecular weight, lowest first.
SMILES	JMJD2E inh	SMN2 splice enh	Epigenetic reg	NPSR antagonist	Luc counter	IMPase Li inh	RGS12 GoLoco inh	RECQ1 inh
CCCCCC(=O)Nc1cc(N(C)C)nc2ccccc12	u	1%	-1.0%	-6%[46.1 µM]	-2%	26%[38.3 µM]	6%	i
Cc1cc(-c2nnnn2-c2ccc(C(F)(F)F)cc2)no1	3%	x	-1.3%	2%	x	x	9%	18%
COc1ccc(-c2csc3[nH]c(=S)n(-c4ccccc4)c(=O)c23)cc1OC	6%	4%	0.0%	-18%	2%	-13%	21%	i
CC(C)OCCCNC(=O)CN1C(=O)CC(C)(C)S(=O)(=O)c2ccccc21	5%	-9%	-0.4%	-1%[46.1 µM]	-4%	-2%[38.3 µM]	-4%	-3%
CCC(=O)Nc1ccccc1C(=O)OCC(=O)Nc1ccc(S(N)(=O)=O)cc1	u	18%	-0.2%	-8%[46.1 µM]	2%	28%[38.3 µM]	-2%	-2%
COc1ccc(NC(=O)N2CCCC3(CCN(C(=O)c4csnn4)CC3)C2)cc1	x	-6%	x	x	-3%	5%	6%	-9%
CN(C(=O)COC(=O)CNS(=O)(=O)/C=C/c1ccccc1)C1CCS(=O)(=O)C1 (stereo not given)	4%	-3%	1.3%	-2%[7.67 µM]	14%	11%[38.3 µM]	2%	-10%
CCOc1cc2nc(-c3ccc(OC)c(OC)c3)nc(N3CC(C)OC(C)C3)c2cc1OC (stereo not given)	u	-17%	-1.2%	-7%[46.1 µM]	-2%	12%[38.3 µM]	2%	i
CCOC(=O)c1c(NC(=O)CS(=O)(=O)c2cn(CC)c3ccccc23)sc2c1CCCCC2	-8%	-28%	-0.9%	-16%	1%	5%	0%	-12%

Continuation.
SMILES	JMJD2E inh	SMN2 splice enh	Epigenetic reg	NPSR antagonist	Luc counter	IMPase Li inh	RGS12 GoLoco inh	RECQ1 inh
COc1ccccc1NC(=O)N1CCCC1C(=O)NC1CCCCC1 (stereo not given)	-4%	-2%	3.5%	-5%[46.1 µM]	1%	4%	5%	-16%
O=C(O)c1ccccc1C(=O)Nc1ccc(S(=O)(=O)NC2CCCCC2)cc1	-5%	23%	7.4%	9%	2%	-2%	-12%	i
O=C(COC(=O)C12CC3CC(CC(C3)C1)C2)N1CCN(S(=O)(=O)c2ccccc2)CC1	-4%	6%	-0.1%	-15%[46.1 µM]	-1%	31%[38.3 µM]	-11%	i
CC1CC(c2ccccc2)n2nc(NC(=O)c3ccco3)nc2N1 (stereo not given)	5%	15%	-1.0%	-9%[46.1 µM]	0%	-2%[38.3 µM]	7%	9%
CSc1ncc(CO)n1Cc1ccccc1	3%	-2%	-1.2%	15%	0%	-10%	8%	-15%
COc1cc(NC(=O)Cn2ccsc2=N)c(C)cc1[N+](=O)[O-]	u	x	-0.1%	-9%	x	4%	-1%	-8%
CN(C(=O)C1CCCN(S(=O)(=O)c2cccc([N+](=O)[O-])c2)C1)C1CCS(=O)(=O)C1 (stereo not given)	-18%	6%	-0.2%	3%	0%	-3%	7%	-5%
NC(=O)CC1C(=O)N(c2ccc(F)cc2)C(=O)N1NC(=O)CCc1ccccc1 (stereo not given)	1%	-8%	1.4%	16%	2%	0%	2%	-10%
CCONc1ncnc2nonc12	2%	3%	1.1%	2%	-1%	-7%	2%	-1%
c1ccc2c(c1)CCC[C@@H]2C1=NCCN1	3%[25.5 µM]	-14%[20.6 µM]	0.0%[16.9 µM]	x	1%[17.1 µM]	-3%	5%[21.6 µM]	-5%[25.9 µM]
CCOC(=O)c1[nH]ncc1CN1CCN(Cc2ccc(C)cc2)C(CCO)C1 (stereo not given)	17%	x	1.5%	-18%	3%	4%	-6%	i
C=C(C)CNC(=S)N/N=C/c1c(F)cccc1F	5%	10%	-1.4%	-40%	-3%	2%	12%	i
Cn1c(SCC(=O)C(C)(C)C)nnc1-c1cccnc1	0%	x	2.2%	10%[46.1 µM]	x	x	x	-2%
Cc1ccc(S(=O)(=O)N(C)C)cc1NC(=O)C1CCCC1	-1%	0%	1.0%	-15%[46.1 µM]	2%	-4%	-6%	2%
N#C/C(=C1/CCCCCN1)c1nc2ccccc2s1	-6%	0%	0.3%	-27%[46.1 µM]	4%	2%[38.3 µM]	28%	i
CCOC(=O)c1c(C)cc(O)c(C)c1O	6%	2%	2.6%	x	1%	1%	-4%	-12%
Cc1ccc(NC(=O)Cn2c(=O)cnc3ccccc32)cc1S(=O)(=O)N(C)C	u	-26%	0.0%	6%	3%	8%	-4%	-4%
CCCCOC(=O)Nc1cccc(Cl)c1C	-1%	30%	1.9%	-2%[46.1 µM]	-5%	9%[38.3 µM]	-12%	i
COCC(=O)n1nc(-c2ccccc2)nc1NCc1ccc(N(C)C)cc1	-2%	u	1.1%	-18%	1%	11%	7%	i
O=C(Nc1ccc2c(c1)OCCO2)c1cccs1	0%	6.3µM*	0.0%	15%	u	-1%	5%	-7%
O=C(NNC(=O)[C@@H]1CCCC[C@@H]1C(=O)O)c1cccs1	7%	20%	-1.2%	-7%[46.1 µM]	3%	5%	10%	-1%
Cn1c(=O)[nH]c(=O)c2c1nc(N(CCO)Cc1ccccc1)n2CCCc1ccccc1	-1%	1%	4.1%	-13%[46.1 µM]	1%	2%[38.3 µM]	8%	-8%
COc1cc(CCN2C(=O)c3cccc4cccc(c34)C2=O)c(S(=O)(=O)NCCCO)cc1OC	0%	-17%	-1.1%	-20%[46.1 µM]	-2%	4%[38.3 µM]	8%	-14%
O=C(/C=C/c1ccccc1)N1CCN(C(=O)c2ccco2)CC1	0%	u	-1.0%	4%[46.1 µM]	-2%	3%	6%	-1%
COc1ccc(Oc2ncc3nc(-c4cccs4)c(=O)n(Cc4cccc(OC)c4)c3n2)cc1	x	-8%	x	x	-1%	3%	4%	-6%
Cc1cccc(N=Cc2cc3c(cc2[N+](=O)[O-])OCO3)c1	u	-2%	8.4%	-6%[46.1 µM]	-6%	-24%[38.3 µM]	4%	-18%
